High-throughput results (PubChem BioAssay)
HePTP inhibitor – blocks human HePTP tyrosine phosphatase; P35236; recombinant HePTP phosphatase activity, OD absorbance; inhibition, % at 20 µM; 110,000 compounds, 0.64% hits; AID 521; in the data active means inhibition above about 50%;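 further: plate controls were vehicle for no effect and reference inhibitor for full effect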
Target sequence (P35236 whole entry, looked up): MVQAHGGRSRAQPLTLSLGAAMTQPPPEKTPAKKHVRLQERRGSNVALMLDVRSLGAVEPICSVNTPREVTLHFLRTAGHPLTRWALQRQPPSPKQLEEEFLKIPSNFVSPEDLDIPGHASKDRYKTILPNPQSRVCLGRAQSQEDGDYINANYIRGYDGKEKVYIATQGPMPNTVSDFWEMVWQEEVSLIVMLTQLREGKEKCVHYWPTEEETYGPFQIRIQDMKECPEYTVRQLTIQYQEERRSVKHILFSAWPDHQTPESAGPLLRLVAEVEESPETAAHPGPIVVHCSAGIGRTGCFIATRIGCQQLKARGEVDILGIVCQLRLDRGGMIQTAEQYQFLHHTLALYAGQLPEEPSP
BAP1 block – inhibitors of human BAP1 deubiquitinase; recombinant BAP1, Ub-AMC hydrolysis fluorescence kinetic; hits give low values; activity remaining (% of control), % at 20 µM; 72,000 compounds, 0.48% hits; Q92560;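 active means activity remaining at or below 50% of control, provided the compound also passes the data quality filters; inactive means the rest, including low values that fail the filters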;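 further: 100% = DMSO wells rate and 0% = substrate alone blank rate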
Target sequence (Q92560 whole entry, looked up): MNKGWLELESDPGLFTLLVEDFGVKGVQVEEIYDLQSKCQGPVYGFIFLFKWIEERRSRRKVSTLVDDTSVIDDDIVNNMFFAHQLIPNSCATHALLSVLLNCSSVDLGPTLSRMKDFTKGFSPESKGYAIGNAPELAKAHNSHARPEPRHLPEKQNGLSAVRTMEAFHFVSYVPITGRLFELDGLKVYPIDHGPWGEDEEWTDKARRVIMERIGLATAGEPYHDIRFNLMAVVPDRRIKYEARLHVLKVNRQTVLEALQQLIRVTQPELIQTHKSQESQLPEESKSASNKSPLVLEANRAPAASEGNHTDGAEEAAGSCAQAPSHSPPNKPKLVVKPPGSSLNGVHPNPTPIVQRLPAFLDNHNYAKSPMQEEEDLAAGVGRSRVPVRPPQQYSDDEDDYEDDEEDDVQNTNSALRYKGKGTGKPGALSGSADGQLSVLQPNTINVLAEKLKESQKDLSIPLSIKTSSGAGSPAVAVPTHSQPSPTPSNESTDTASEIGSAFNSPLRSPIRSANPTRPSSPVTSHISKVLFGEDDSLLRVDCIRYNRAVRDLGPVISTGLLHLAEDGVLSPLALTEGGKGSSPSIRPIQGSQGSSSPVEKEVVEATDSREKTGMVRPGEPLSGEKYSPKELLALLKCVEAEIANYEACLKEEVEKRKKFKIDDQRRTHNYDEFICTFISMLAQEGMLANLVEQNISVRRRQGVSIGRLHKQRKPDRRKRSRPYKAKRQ
Numbers without * were called inactive; x = no result given; & = joins results of further samples.

Below each compound – BAP1 block, HePTP inhibitor
#1 Cc1cccc(C)c1NC(=O)C(c1ccccc1)N1CCN(C(=O)c2ccco2)CC1 (stereo not given)
    101.1, 0.5
#2 Cc1ccc(Cn2nnc3c(=O)n(CC(=O)OCc4ccccc4)cnc32)cc1
    80.7, x
#3 COc1ccccc1N1CCN(CCN(C(=O)C2CCCCC2)c2ccccn2)CC1
    90.8, x
#4 O=C(Nc1cc(C(F)(F)F)cc(C(F)(F)F)c1)c1cc2ccccc2o1
    x, -4.0
#5 O=C(COc1ccc(S(=O)(=O)NC2CCCCC2)cc1)N1CCN(c2ccc(F)cc2)CC1
    82.3, -1.5
#6 COC(=O)C1=C(C)N(C)C(C)=C(C(=O)OC)C1c1cccc(F)c1
    x, 27.6
#7 CC(C)N(Cc1nc(-c2ccccc2)no1)C(=O)CN1C(=O)c2ccccc2C1=O
    100.1, 5.1
#8 CCOC(=O)Cn1nnc(-c2cccc(OC)c2)n1
    91.7, -12.8
#9 COc1cc(/C=C2/C(=O)NC(=O)N(c3ccc(C(C)C)cc3)C2=O)cc(OC)c1O
    x, -22.5
#10 Cc1ccc(N2CC(C(=O)Nc3cccc(C)c3)CC2=O)cc1 (stereo not given)
    x, 2.5
#11 COc1ccccc1NC(=O)C1=C(C)NC(SCC(N)=O)=C(C#N)C1c1ccco1 (stereo not given)
    x, 0.7
#12 CCOc1ccc(-c2cc(C)n3nc(C(=O)Nc4cc(OC)c(Cl)cc4OC)cc3n2)cc1
    x, 1.2
#13 CCOC(OCC)P(=O)(c1ccccc1)c1ccccc1
    105.4, 5.4
#14 O=C(c1cccs1)N1CCN(C(=O)c2ccco2)c2ccccc2C1
    100.2, 5.2
#15 CCCCCCS(=O)Cc1ccccc1 (stereo not given)
    109.0, 8.4
#16 N#C/C(=C\c1ccc(N2CCOCC2)o1)C(=O)NCC1CCCO1 (stereo not given)
    x, -10.3
#17 O=C1CC(c2cc(Br)ccc2F)c2ccc3ccccc3c2N1 (stereo not given)
    x, -2.5
#18 Cc1ccc2c(Cl)c(C(=O)Nc3nc(-c4ccccc4)cs3)sc2c1
    x, 3.3
#19 Cn1nnnc1P(=O)(c1ccccc1)c1ccccc1
    x, 3.6
#20 CC1CCN(Cc2c(O)ccc3c(=O)c(-c4ccc(Cl)cc4)coc23)CC1
    81.2, 2.2
#21 Cc1cccc(-n2ncc3c(NCc4cccs4)ncnc32)c1
    82.2, 6.3
#22 Cc1nn(C(c2ccccc2)C(O)(c2ccccc2)c2ccccc2)c(C)c1Br (stereo not given)
    x, 8.0
#23 CCC(=O)Nc1ccc2nc(SCC(=O)N3CCCC3)sc2c1
    92.9, -2.0
#24 Cc1cc(C)n2cc(CSCc3ccco3)nc2n1
    72.8, 7.7
#25 COC(=O)Cn1ncn2c(cc3oc(C)cc32)c1=O
    98.0, 0.1
#26 COc1cccc(N2CCN(Cc3nc(N)nc(Nc4ccccc4)n3)CC2)c1
    102.8, -5.7
#27 CCOc1ccc(OCc2ccc(C(=O)N3CCCC3)o2)cc1
    130.4, 4.8
#28 COc1ccc(-c2n[nH]c(C)c2-c2ccc(OC)c(OC)c2)c(O)c1
    96.7, -1.5
#29 O=C(c1cccc([N+](=O)[O-])c1)c1ccc2c(c1)C(=O)N(c1cccc(-c3nc4ccccc4o3)c1)C2=O
    x, 12.5
#30 COc1ccc(-c2nc3ccccc3c(=O)o2)c(OC)c1
    x, -8.2
#31 Nc1c(S(=O)(=O)c2cccc(Cl)c2)c2nc3ccccc3nc2n1/N=C/c1ccc(O)c(O)c1
    x, 14.1
#32 CC(CNC(=O)c1ccc(Br)o1)NC(=O)c1ccc(Br)o1 (stereo not given)
    99.3, 3.7
#33 Cc1ccc(C(=O)CNc2nc3c(c(=O)[nH]c(=O)n3C)n2Cc2ccccc2)cc1
    112.6, -3.8
#34 CCOC(=O)c1c(C)oc2ccc(OC(=O)c3cccc([N+](=O)[O-])c3)cc12
    x, 7.9
#35 O=C(Nc1ccccc1C(=O)NC(Cc1ccccc1)C(=O)O)c1ccccc1 (stereo not given)
    x, -12.9
#36 C/C(=N\N=C1\NC(=O)C(CC(=O)Nc2ccccc2C(F)(F)F)S1)c1ccc([N+](=O)[O-])cc1 (stereo not given)
    x, -4.7
#37 O=C(CSCC(=O)Nc1ccccc1[N+](=O)[O-])Nc1ccc2ccccc2c1
    x, -1.3
#38 CC(CN1CCOCC1)OC(=O)COc1ccc(F)cc1 (stereo not given)
    68.6, 6.7
#39 N#C/C(C(=O)NCc1ccccc1)=C1\SC(CCO)C(=O)N1c1ccccc1 (stereo not given)
    81.8, -5.6
#40 Cc1ccc(O)c(N2C(=O)c3ccc(Oc4ccc([N+](=O)[O-])cc4)cc3C2=O)c1
    x, -4.6
#41 CCOC(=O)N1CCN(C(=O)CCC(=O)N2CCOc3ccc(C)cc32)CC1
    83.5, 12.0
#42 CCOC(=O)C1=C(C)NC(=O)NC1c1c(OCC(=O)N2CCCCC2)ccc2ccccc12 (stereo not given)
    107.4, 8.0
#43 C=CCc1ccccc1OCC(O)CNC (stereo not given)
    101.0, 10.1
#44 COCCN1C=C(C(=O)OC)C(c2cc3c(cc2Br)OCO3)C(C(=O)OC)=C1
    72.3, 2.2
#45 O=C(O)CCC(=O)N1CCCC1C(=O)O (stereo not given)
    102.7, x
#46 CC(=O)N(CCCN(C)C)Cc1ccccn1
    70.6, x
#47 Cc1ccc(S(=O)(=O)N(C)Cc2ccc(-c3nnco3)cc2)cc1
    110.6, x
#48 CC1=C(C(=O)c2ccccc2)C(c2ccccc2)NC(=O)N1 (stereo not given)
    x, 18.8
#49 Cc1cc(Br)cc(/C=N/NC(=O)c2ccc3c(c2)OCO3)c1O
    x, -3.3
#50 CCCOc1ccc(N2C(=O)CC(NCc3cccnc3)C2=O)cc1 (stereo not given)
    x, -2.9

Next results:
Below each compound – BAP1 block, HePTP inhibitor
#51 COc1ccc(-n2nnc3c(SCC(=O)Nc4ccc5c(c4)OCCO5)ncnc32)cc1
    74.2, 8.2
#52 Cc1nn(CC(=O)Nc2ccc(C(=O)N3CCCCC3)cc2)c(=O)c2ccccc12
    90.2, 7.0
#53 O=C(/C=C/c1cccc([N+](=O)[O-])c1)N1CCN(c2cccc(Cl)c2)CC1
    x, -0.2
#54 COc1ccccc1NC(=O)CSc1nnc(COc2ccc(Cl)cc2)n1Cc1ccco1
    73.8, -1.5
#55 O=C(CSc1c[nH]c2ccccc12)N1CCOCC1
    100.1, 7.8
#56 COC(=O)c1cccc(NC(=O)NC2CCCN2S(=O)(=O)c2ccc(Cl)cc2)c1 (stereo not given)
    98.5, -8.4
#57 COc1ccccc1/C=C1\SC(=S)N(CCC(=O)OCCN(C)C)C1=O
    x, -7.5
#58 O=C(c1ccco1)N1CCN(C(=O)C(Cc2ccccc2)NS(=O)(=O)c2cccs2)CC1 (stereo not given)
    96.8, 2.0
#59 Cc1ccc(C(=O)N/C(=C\c2cccc([N+](=O)[O-])c2)C(=O)N2CCOCC2)cc1
    x, -0.9
#60 Cc1ccc(Cl)c(OCCCCN2CCCCC2)c1
    x, -2.7

Of the compounds above, these have a furan ring, fused or not:
Below each compound – BAP1 block, HePTP inhibitor
#1 Cc1cccc(C)c1NC(=O)C(c1ccccc1)N1CCN(C(=O)c2ccco2)CC1 (stereo not given)
    101.1, 0.5
#4 O=C(Nc1cc(C(F)(F)F)cc(C(F)(F)F)c1)c1cc2ccccc2o1
    x, -4.0
#11 COc1ccccc1NC(=O)C1=C(C)NC(SCC(N)=O)=C(C#N)C1c1ccco1 (stereo not given)
    x, 0.7
#14 O=C(c1cccs1)N1CCN(C(=O)c2ccco2)c2ccccc2C1
    100.2, 5.2
#16 N#C/C(=C\c1ccc(N2CCOCC2)o1)C(=O)NCC1CCCO1 (stereo not given)
    x, -10.3
#24 Cc1cc(C)n2cc(CSCc3ccco3)nc2n1
    72.8, 7.7
#25 COC(=O)Cn1ncn2c(cc3oc(C)cc32)c1=O
    98.0, 0.1
#27 CCOc1ccc(OCc2ccc(C(=O)N3CCCC3)o2)cc1
    130.4, 4.8
#32 CC(CNC(=O)c1ccc(Br)o1)NC(=O)c1ccc(Br)o1 (stereo not given)
    99.3, 3.7
#34 CCOC(=O)c1c(C)oc2ccc(OC(=O)c3cccc([N+](=O)[O-])c3)cc12
    x, 7.9
#54 COc1ccccc1NC(=O)CSc1nnc(COc2ccc(Cl)cc2)n1Cc1ccco1
    73.8, -1.5
#58 O=C(c1ccco1)N1CCN(C(=O)C(Cc2ccccc2)NS(=O)(=O)c2cccs2)CC1 (stereo not given)
    96.8, 2.0

Further results follow:
Below each compound – BAP1 block, HePTP inhibitor
#61 COc1ccc(OC)c(NC(=O)C2CC(=O)N(c3ccccc3)C2)c1 (stereo not given)
    148.2, -1.9
#62 O=C1c2ccccc2C(=O)N1c1ncn[nH]1
    x, 1.0
#63 COc1cc2c3c(c1)C1(C(=O)N3C(C)(C)C=C2C)C(C#N)=C(N)Oc2cc(C)oc(=O)c21 (stereo not given)
    99.8, 11.2
#64 CC1(C)CC(NC(=O)c2ccccc2Cl)CC(C)(C)N1
    106.6, 15.0&-6.0
#65 O=C(NCc1ccccc1)C1CCCCC1
    x, 4.6
#66 CC1CC(c2ccccc2)n2nc(NC(=O)CCc3ccccc3)nc2N1 (stereo not given)
    99.7, 10.7
#67 CCN1CCCC1CNC(=O)CCNC(=O)c1cc(OC)c(OC)c(OC)c1 (stereo not given)
    90.4, -10.0
#68 COc1cc(/C=N/n2cnnc2)ccc1OCC(=O)N1CCOCC1
    86.7, 3.5
#69 Cc1c(NC(=O)c2ccccc2N(Cc2ccccc2)S(C)(=O)=O)c(=O)n(-c2ccccc2)n1C
    x, -12.0
#70 Cc1cc(C)n2nc(SCc3ncc(-c4ccccc4)o3)nc2n1
    87.3, 15.7
#71 CCN1CCc2nc(NC(=O)c3ccc4c(c3)OCCO4)sc2C1
    123.0, x
#72 O=C(OCC#CCSc1nnc(-c2ccccc2)o1)c1cccs1
    58.2, 11.2
#73 Cc1ccc(C(=O)N/N=C/c2c3ccccc3cc3ccccc23)cc1[N+](=O)[O-]
    x, 7.3
#74 O=C(N/N=C/c1ccccc1O)NC12CC3CC(CC(C3)C1)C2
    x, -12.9
#75 Cc1nnc2sc(-c3ccc(-c4ccc(Cl)c(C(F)(F)F)c4)o3)nn12
    x, 4.4
#76 CCOc1ccc(-c2nnc(SCC(=O)N3CCOCC3)o2)cc1
    108.2, 7.1
#77 CCCCCCCCCC[Si](C)(C)CCC(=O)NC(Cc1ccc(C)cc1)c1ccccc1 (stereo not given)
    58.1, x
#78 CNC(=O)CN(c1ccc(C)cc1)S(=O)(=O)c1ccc(OC)c(OC)c1
    x, -13.3
#79 COc1ccc(-c2cc(C(F)(F)F)nc(NCc3ccco3)n2)cc1OC
    x, -0.3
#80 CCOC(=O)c1cnc(Nc2nc3ccccc3o2)nc1CN1CCN(c2ccccc2)CC1
    86.7, -5.4
#81 COc1ccc(Br)cc1CNC(=O)C1CCC(=O)N1C(C)C (stereo not given)
    94.4, -3.3
#82 O=C(Nc1cccc2ccccc12)N1CCCCCC1
    x, -2.1
#83 Cc1ccc2ncnc(NCc3cccnc3)c2c1
    x, 6.5
#84 O=C(Nc1ccc(Cl)c(Cl)c1)Nc1nnc(-c2ccc(Br)cc2)s1
    x, 0.8
#85 O=C(NC1CCCCC1)N1CCCCCC1
    89.2, 2.3
#86 Cc1ccc(NS(=O)(=O)c2cc(C(=O)Nc3cccc([N+](=O)[O-])c3)ccc2Br)cc1
    63.0, x
#87 COc1ccc(-c2c(C#N)c(SCc3ccccc3)nc(C)c2C(=O)Nc2ccccc2)cc1
    88.3, x
#88 Cn1cccc1Cc1nnc(SCC(=O)NC2CCCC2)n1-c1ccc(F)cc1
    111.9, 4.8
#89 COc1ccc(C2C3=C(CCCC3=O)Nc3nc(C(F)(F)F)nn32)c(OC)c1OC (stereo not given)
    80.8, -11.4
#90 Cc1cccc(C(=O)Nc2cc(C)on2)c1
    x, -3.3
#91 CC1(C)C2CCC1(C)C(OC(=O)CSc1nc(N)cc(=O)[nH]1)C2 (stereo not given)
    116.8, 3.2
#92 CCCCC(CC)C(=O)NCCCN1CCN(CCCNC(=O)C(CC)CCCC)CC1 (stereo not given)
    100.8, -2.3
#93 CCc1ccccc1N(CC(=O)NC(C)c1ccccc1)S(C)(=O)=O (stereo not given)
    x, 4.7
#94 COc1cc(OC)cc(C(=O)Nc2ccccc2N2CCOCC2)c1
    119.1, 9.3
#95 CCC(C)(C)n1nnnc1CN(Cc1ccc(Cl)cc1)Cc1ccco1
    57.6, 12.6
#96 O=C(Nc1ccc(Cl)cc1)Nc1ccc([N+](=O)[O-])cc1Br
    x, -0.3
#97 c1ccc(-c2nnc3n2NC(c2ccc4c(c2)OCO4)S3)cc1 (stereo not given)
    120.4, x
#98 COc1ccc(CNS(=O)(=O)c2ccc(Cl)cc2)cc1
    x, -3.4
#99 Cn1c(SCc2c(F)cccc2Cl)nnc1-c1cnccn1
    x, -4.3
#100 O=C(CCn1c(=O)oc2ccccc21)N(Cc1ccccc1)c1ccccn1
    101.5, x
#101 O=C(c1cc2nc(-c3ccccc3)cc(-c3ccccc3)n2n1)N1CCN(C(=O)c2ccco2)CC1
    110.5, -9.1
#102 Clc1ccccc1-c1nc(-c2ccccn2)no1
    x, 3.3
#103 CCOC(=O)c1oc2ccccc2c1NC(=O)c1cccs1
    58.9, 4.8
#104 CC(=O)N1CCc2cc(S(=O)(=O)Nc3ccccc3N3CCN(C)CC3)ccc21
    95.8, -0.3
#105 O=C(Nc1nc2ccccc2s1)c1ccc(Cl)s1
    64.5, 8.1
#106 CC(C)=CC1C(C(=O)Nc2ccc(C)cn2)C1(C)C (stereo not given)
    x, -10.2
#107 Cc1onc(-c2ccccc2)c1C(=O)N1CCN(c2c(Cl)cccc2[N+](=O)[O-])CC1
    x, -5.5
#108 CC(CSc1nc2ccccc2s1)Cn1c(N2CCCC2)nc2c1c(=O)[nH]c(=O)n2C (stereo not given)
    91.5, 3.3
#109 O=C(Cn1cccc1C(=O)c1ccccc1)NCc1ccccn1
    91.7, -6.0
